# Screening results from PubChem.
# Rad51 HR inh = blocks human Rad51 in homologous recombination. Q06609. hRad51 DNA strand exchange, fluorescence dequenching. inhibition, % at 10 µM. hit rate 0.085% among 200,000. AID 1385;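 active = inhibition above 40% at the single screening dose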;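 also: 0% = DMSO control wells and 100% = blanks with heterologous ssDNA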
# Target sequence (Q06609 whole entry, looked up): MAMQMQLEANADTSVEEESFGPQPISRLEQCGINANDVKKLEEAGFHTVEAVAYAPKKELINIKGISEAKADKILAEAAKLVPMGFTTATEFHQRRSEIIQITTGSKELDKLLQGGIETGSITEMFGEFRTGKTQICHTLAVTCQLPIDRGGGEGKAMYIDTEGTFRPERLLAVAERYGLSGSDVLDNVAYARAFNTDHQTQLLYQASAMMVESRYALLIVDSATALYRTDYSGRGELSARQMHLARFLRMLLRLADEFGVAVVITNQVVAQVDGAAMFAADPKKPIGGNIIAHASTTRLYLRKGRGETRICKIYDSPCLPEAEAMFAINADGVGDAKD
#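 Test system: preformed human Rad51 ssDNA filaments. Compound dosing: single dose, 10 µM final compound. Incubation: filaments 15 min 37 °C, then compound 30 min. Technique: FRET fluorescence dequenching, excitation 485 nm, emission 520 nm. Read-out basis: percent inhibition from fluorescence, normalised to plate control and blank means. Benchmarks: plate controls and plate blanks.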
# Starred values were filed as active, the others as inactive. The list is partial; the hit share may differ from the screen's.
molecule	Rad51 HR inh
Brc1ccccc1-n1nnc(-c2cnc3ccccc3c2)n1	3.8
O=C(NCc1cccc(C(F)(F)F)c1)C1CC(c2ccccc2F)=NO1 (stereo not drawn)	-2.7
CC(=O)c1cccc(-c2ccc3c(=O)[nH]c(Nc4ccccc4)cc3c2)c1	3.4
CCCC[C@@H]1C[C@H]1[C@@H](NC(=O)c1ccco1)c1ccc(C(=O)OC)cc1	-7.2
CCCNC(=O)C1(CC2CC(c3ccccc3)=NO2)CCNCC1 (stereo not drawn)	-0.8
O=C(NCCc1ccccc1)[C@@H]1CC=C[C@@H]2CCN(Cc3ccccc3)C(=O)[C@@H]21	-7.4
COc1cc(O)cc2c1[C@@H]1Oc3c(ccc(O)c3CC=C(C)C)[C@@H]1CO2	1.6
O=C(Nc1ccccc1)C1=C[C@H](c2ccc(C(F)(F)F)cc2)C[C@H](OCCCCO)O1	-2.3
CCc1nnc(SCc2ccc([N+](=O)[O-])cc2)nc1CC	2.9
C=C1CCN([C@@H](CC(C)C)C(=O)NCc2ccc(OC)cc2)S(=O)(=O)c2ccccc21	-5.1
C=CC1=C2C=C(C3CC3)N(CC3CC3)C=C2C(=O)C(C)(OC(=O)c2ccco2)C1=O (stereo not drawn)	-4.5
COc1cccc(N2[C@@H](CC(=O)O)c3ccccc3S2(=O)=O)c1	-1.8
O=C(NCc1nc2ccccc2[nH]1)C1=C[C@H](c2ccc(C(F)(F)F)cc2)C[C@H](OCCCCO)O1	-3.4
O=C(O)C1CCCN(CCC=C(c2ccccc2)c2ccccc2)C1 (stereo not drawn)	1.3
C=C(C)c1sc(-c2ccccc2)nc1C	-1.9
CC[C@H]1OC(=O)[C@H](C)[C@@H](O[C@H]2C[C@@](C)(OC)[C@@H](O)[C@H](C)O2)[C@H](C)[C@@H](O[C@@H]2O[C@H](C)C[C@H](N(C)C)[C@H]2O)[C@](C)(O)C[C@@H](C)CN(C)[C@H](C)[C@@H](O)[C@]1(C)O	-3.2
CCCCC1=CC2=CC(=O)C(C)(OC(=O)CC)C(=O)C2=CO1 (stereo not drawn)	-11.0
COC(=O)C1=C(C(=O)OC)[C@@H]2Nc3ccccc3[C@@]23C[C@@H](C(=O)OC)N(C(=O)c2ccco2)C3=N1	6.0
CCC/C=C1/CCCOC(C(=O)NCc2ccc(S(C)(=O)=O)cc2)(C(F)(F)F)C1 (stereo not drawn)	-2.1
CC1=C(CC[C@@H](C)CO)OC2CC3C4CCC5CC(O)CCC5(C)C4CC(=O)C3(C)C12 (stereo partly drawn)	6.3
CC(C)=CCc1c(O)cc(O)c2c(=O)c(O[C@@H]3O[C@@H](C)[C@H](O)[C@@H](O)[C@H]3O)c(-c3ccc(O)cc3)oc12	1.2
CCOC(=O)c1c(NC(=O)c2ccc(Cl)s2)sc(C)c1C	4.8
Brc1ccc(-c2noc3c2-c2nc(-c4ccccc4)sc2CC3)cc1	-3.1
COC(=O)C1=C(C(=O)OC)[C@@H]2Nc3ccccc3[C@@]23C[C@@H](C(=O)OC)N(C(=O)NC2CCCCC2)C3=N1	-5.5
CCCOc1ccc(Cl)cc1Nc1nc(NCCO)nc(N2CCCC2)n1	6.8
CC1CCCN(c2nc3c(c(=O)n(C)c(=O)n3C)n2Cc2ccccc2)C1 (stereo not drawn)	-1.9
OCC[C@H]1C[C@@H](O)[C@H](O)[C@@]2(CCCO2)O1	-3.4
COC(=O)C1=C(C(=O)OC)[C@@H]2N(C)c3ccc(OC)cc3[C@@]23C[C@@H](C(=O)OC)N(C(=O)c2ccco2)C3=N1	2.0
COC(=O)[C@@H]1C[C@]2(Br)c3ccccc3N(S(=O)(=O)c3ccccc3)[C@@H]2N1C(=O)OC	-0.2
CCOC(=O)c1ccc(-n2c(-c3ccco3)nc3ccccc3c2=O)cc1	-8.0
Cn1c(N)c(S(=O)(=O)NCc2ccccc2)c(=O)n(C)c1=O	3.5
C[C@H]1CCC[C@]2(O[C@H](CCO)C[C@H](O)[C@H]2O)O1	-0.2
O=C1c2ccccc2S(=O)(=O)c2cc(C(=O)N3CCN(c4ccc(Cl)cn4)CC3)ccc21	1.0
CCCNC(=O)C1(CC2CC(c3ccccc3)=NO2)CCN(C(=O)c2cc(OCC)c(OCC)c(OCC)c2)CC1 (stereo not drawn)	-0.8
Nc1cccc2c1C(=O)N(c1ccccc1)C2=O	-6.2
COC(=O)C1=C(C)N(Cc2ccco2)C(=O)N[C@@H]1c1ccc(Br)cc1	-12.8
CC(C)c1cc(C(C)C)c(S(=O)(=O)N2c3ccccc3[C@@]3(Br)C[C@H]4C(=O)N[C@@H](Cc5ccccc5)C(=O)N4[C@@H]23)c(C(C)C)c1	9.4
CN(C)CCc1c[nH]c2ccc(Cn3cncn3)cc12	-3.0
CO[C@H]1O[C@@H]2O[C@@]3(C)CC[C@H]4[C@H](C)CC[C@@H]([C@H]1C)[C@@]24OO3	1.5
C=C[C@@]1(C)CC(=O)[C@]2(O)[C@@]3(C)[C@@H](O)CCC(C)(C)[C@@H]3[C@H](OC(C)=O)[C@H](O)[C@@]2(C)O1	4.0
CCN1C(=O)N[C@@H](c2cccc(C(F)(F)F)c2)[C@@H](C(=O)OC)[C@H]1C	-2.2
N#Cc1cccnc1N1CCN(C(=O)c2ccc3c(c2)S(=O)(=O)c2ccccc2C3=O)CC1	-2.2
Cc1ccc(CN2C(=O)[C@@H]3Cc4c([nH]c5ccccc45)C(C)(C)N3C2=O)cc1	4.9
COC(=O)C1=C[C@@H](C(=O)OC)[C@@H]2C3=C(C(=O)C2(C)C)[C@H](C)n2c(=O)n(-c4ccccc4)c(=O)n2[C@@H]3C1	3.8
CC1(C)CC(=O)C=C(c2ccc3[nH]ccc3c2)C1	0.7
COC(=O)CCC(=O)OC1(C)C(=O)C2=CN(c3ccccc3)C(c3ccc(OC)cc3)=CC2=C(Br)C1=O (stereo not drawn)	-10.1
COc1ccc(-c2ccc3sc4ccccc4c(=O)c3c2)cn1	0.2
CC(=O)O[C@@H]1[C@@H](O)[C@@H](O)[C@H](Oc2c(-c3ccc(O)cc3)oc3c(CC=C(C)C)c(O)cc(O)c3c2=O)O[C@H]1C	-1.3

# Additional structures:
SMILES,Rad51 HR inh
CS(=O)(=O)c1ccc(CNC(=O)C2(C(F)(F)F)CC(CCCO)CCCO2)cc1 (stereo not drawn),-8.3
Cc1cc(C)n2nc(C(=O)Oc3ccc4c(c3)OCO4)nc2n1,-5.5
COc1ccc(OC)c(Nc2cc3ccccc3c(=O)[nH]2)c1,-5.4
O=C(Cn1cnc2c(nnn2-c2cccc(Cl)c2)c1=O)N1CCOCC1,6.2
O=C1CC2(CCCCC2)Oc2ccc(Cl)cc21,6.0
O=C(NCC1CC1)C1(C(F)(F)F)C/C(=C\Cc2ccccc2)CCCO1 (stereo not drawn),4.2
CC(C)=CCc1cc([C@@H]2CC(=O)c3ccc(O)c(CC=C(C)C)c3O2)ccc1O,4.8
CC(C)[C@H](NC(=O)OC(C)(C)C)c1nnc(S(=O)(=O)Cc2c(F)cccc2Cl)o1,0.7
CC1=C(C/C=C(\C)CCC[C@H](C)CCC[C@H](C)CCCC(C)C)C(=O)c2ccccc2C1=O,-2.5
COC(=O)C1=C(C(=O)OC)[C@@H]2N(C)c3ccc(OC)cc3[C@@]23C[C@@H](C(=O)OC)N(C(=O)NC2CCCCC2)C3=N1,2.9
C[N+](C)(C)C[C@H](O)CC(=O)O,0.0
C[C@]1(C2CCCC2)Cc2cc(OCC(=O)O)c(Cl)c(Cl)c2C1=O,-10.7
COC(=O)C[C@H]1c2cc(C(F)(F)F)ccc2S(=O)(=O)N1Cc1ccc(OC)cc1,-13.7
CCOC(=O)C1=C(C)N(CCCCCC(=O)O)C(=O)NC1c1ccccc1OS(=O)(=O)c1ccc(C)cc1 (stereo not drawn),-0.1
CCOC(=O)C[C@H]1c2cc(F)ccc2S(=O)(=O)N1c1cccc(OC)c1,-8.1
Cn1c(=O)c2c(nc(CN3CCN(c4ccccc4)CC3)n2CCN2CCOCC2)n(C)c1=O,-4.9
CCOC(=O)c1sc(SCc2ccccc2)c2c1CC(C)(C)CC2=O,-6.2
CCN1C(=O)N[C@@H](CCc2ccccc2)C(C(C)=O)=C1C,-0.3
Cc1cc(-c2cc(C(=O)Nc3ccccc3)on2)nc(NC2CCCC2)n1,-1.3
COc1ccc(-c2ccc3oc(-c4ccc(OC)cc4)c(C#CCO)c3c2)cc1,-3.5
CCN1C(=O)N[C@@H](c2ccccc2)[C@@H](C(=O)OC)[C@H]1C,-5.1
O=c1c2ccccc2oc2cc(C#CC3(O)CCCCC3)ccc12,-1.5
C=C1CCN([C@@H](Cc2ccccc2)C(=O)NC2CCN(Cc3ccccc3)CC2)S(=O)(=O)c2ccccc21,-3.5
COC(=O)c1ccc([C@H](NC(=O)c2ccco2)[C@]2(C)C[C@H]2C2CCCCC2)cc1,-8.1
COC(=O)c1c(-c2ccsc2)oc2ccc(-c3cc(OC)c(OC)c(OC)c3)cc12,-8.4
CC1CCN(c2nc3ccccc3nc2C(C#N)C(=O)NC2CCCCC2)CC1 (stereo not drawn),-7.0
CC(Oc1ccccc1)C(=O)N1CCC2(CC1)Oc1ccc(Cl)cc1C(=O)C21CC(c2ccccc2)=NO1 (stereo not drawn),9.1
O=c1oc2ccccc2cc1-c1nnc(-c2cccc(Br)c2)o1,-1.0
NCC1CCC(C(=O)Oc2ccc(CCC(=O)O)cc2)CC1 (stereo not drawn),-9.1
CC1(C(=O)NCCCNc2ncc(C(F)(F)F)cc2Cl)C=CC2(CCCCC2)N1C(=O)c1ccccc1 (stereo not drawn),1.0
CSc1ncc(CNc2cc([N+](=O)[O-])ccc2C)c(N)n1,-6.2
OCCOCCn1c(C(CO)Nc2nc(-c3cccc(Br)c3)cs2)nc2ccccc21 (stereo not drawn),-5.9
CCCCCCCCCCCCN1[C@@H](CC(=O)OC)c2cc(F)cc(F)c2S1(=O)=O,-1.1
CCC/C=C1/CCCOC(C(=O)NCCNCCO)(C(F)(F)F)C1 (stereo not drawn),8.7
CCCC/C=C/C(NC(=O)c1ccc(-c2ccccc2)cc1)c1ccccc1 (stereo not drawn),0.6
COc1cccc(OC)c1OCCNCC1CSc2ccccc2O1 (stereo not drawn),-3.4
Cc1ccc(CNC(=O)c2cc(-c3ccccc3)nn2CC2CC(c3cccc([N+](=O)[O-])c3)=NO2)cc1 (stereo not drawn),15.0
O=C(c1ccc(-c2ccccc2Cl)s1)N1CCOCC1,-3.6
O=C(NCc1cccc(Br)c1)C1CC(c2ccccc2[N+](=O)[O-])=NO1 (stereo not drawn),-10.1
COc1ccc(CN2C(=O)[C@H]3Cc4c([nH]c5ccccc45)C(C)(C)N3C2=O)cc1,-2.7
CS(=O)(=O)OCCCCOS(C)(=O)=O,-0.7
COC(=O)CNC(=O)c1ccccc1,-2.4
CCOC(=O)c1cnc(=O)[nH]c1C,16.3
CNC(=O)Oc1ccc2c(c1)[C@]1(C)CCN(C)C1N2C (stereo partly drawn),-1.8
Cc1cccc(Nc2nc(NCCO)nc(N3CCCC3)n2)c1,-5.8
COc1ccc2[nH]c(=O)c(-c3nnn(-c4ccc(Cl)c(Cl)c4)n3)cc2c1,7.7
COc1cc(C)c(/C=C/C(C)=C/C=C/C(C)=C/C(=O)O)c(C)c1C,7.7
COc1ccc(CC2NCCC3=CC(=O)CCC32)cc1O (stereo not drawn),-6.0

# Part of the list above in another layout:
Cc1cccc(Nc2nc(NCCO)nc(N3CCCC3)n2)c1
  Rad51 HR inh: -5.8

CCOC(=O)c1cnc(=O)[nH]c1C
  Rad51 HR inh: 16.3

CNC(=O)Oc1ccc2c(c1)[C@]1(C)CCN(C)C1N2C (stereo partly drawn)
  Rad51 HR inh: -1.8

CS(=O)(=O)OCCCCOS(C)(=O)=O
  Rad51 HR inh: -0.7

# Other results:
SMILES,Rad51 HR inh
CC#CCN1c2ccccc2[C@]23C[C@@H](C(=O)OC)N(C(=O)NC4CCCCC4)C2=NC(C(=O)OC)=C(C(=O)OC)[C@H]13,-9.5
CCO[C@@H]1OC(C(=O)NCc2nc3ccccc3[nH]2)=C[C@H](C(C)(C)C)[C@H]1CCCO,-1.2
CC(=O)N1CC2(C)CN(C(C)=O)CC(C)(C1)C2=O,3.5
O=C(NCc1ccc(OC(F)(F)F)cc1)C1CC(c2ccc(C(F)(F)F)cc2)=NO1 (stereo not drawn),-8.9
COCCNC(=O)C1(C(F)(F)F)CC(CCCO)CCCO1 (stereo not drawn),3.8
COC(=O)C(N)CCCCN (stereo not drawn),-8.1
CC(C)C[C@H]1COCCS(=O)(=O)N1Cc1cccc(C(F)(F)F)c1,2.8
CC(C)c1cc(C(C)C)c(S(=O)(=O)N2c3ccccc3[C@]3(Br)C[C@H]4C(=O)N[C@@H](Cc5ccccc5)C(=O)N4[C@H]23)c(C(C)C)c1,1.6
COC(=O)N[C@H](c1ccccc1)[C@@]1(C)C[C@@H]1[C@@H](C)C(=O)Nc1ccc2ccccc2c1,11.6
C=CC(C)(C)c1c(O)c(CC=C(C)C)c(O)c2c(=O)c3ccc(O)c(O)c3oc12,-8.0
Cn1cc(C[C@H](NC(=O)OC(C)(C)C)C(=O)N[C@@H](CO)Cc2ccccc2)c2ccccc21,-0.1
CC1(C)CC[C@]2(C(=O)O)CC[C@]3(C)C(=CCC4[C@@]5(C)CC[C@H](O)C(C)(C)C5[C@H](O)C[C@]43C)[C@@H]2C1 (stereo partly drawn),4.5
COC(=O)C1=C(C(=O)OC)[C@@H]2N(C)c3ccccc3[C@@]23C[C@@H](CO)N=C3N1,0.2
